AmpC detergent – qHTS Inhibitors of AmpC Beta-Lactamase (assay with detergent) | AmpC hydrolysis of nitrocefin, absorbance 480 nm, 0.01% Triton | Potency, µM (titrated, usually from 114 µM), without a hit: at the highest dose activity change, negative = inhibition, most hits filed as inhibitors | 0.041% of 370,000 active | AID 485294, 2010;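 further: potency means the concentration at half of the fitted maximal effect; 0% = no-compound wells and -100% = no-enzyme wells; nearly all actives have a fitted effect of over 25% in size; some results filed as inactive show a strong effect at the top dose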
Target sequence (P00811 whole entry, looked up): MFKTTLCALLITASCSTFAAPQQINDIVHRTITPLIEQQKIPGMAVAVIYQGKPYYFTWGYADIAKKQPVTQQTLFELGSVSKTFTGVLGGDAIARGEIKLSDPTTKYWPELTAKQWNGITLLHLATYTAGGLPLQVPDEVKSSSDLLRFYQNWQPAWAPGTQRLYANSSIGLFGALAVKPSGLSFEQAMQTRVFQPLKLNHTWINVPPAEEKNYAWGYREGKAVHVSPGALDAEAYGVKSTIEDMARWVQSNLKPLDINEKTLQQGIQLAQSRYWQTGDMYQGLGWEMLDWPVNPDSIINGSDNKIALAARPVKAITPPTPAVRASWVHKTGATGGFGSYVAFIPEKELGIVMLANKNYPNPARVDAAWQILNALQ
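20 mM phosphate pH 7.0 + 0.01% (detergent screen) or 0.0001% Triton X-100; 5.3 nM AmpC reagent; cpd preinc 15 min RT; nitrocefin (800 uM stock) to start; A480 q20 s × 4 min; Activity was normalised to no-enzyme and no-compound control wells.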
HCMV antiviral – qHTS Assay for inhibitors of the human cytomegalovirus (HCMV); HFF cells, HCMV-luciferase reporter, 72 h; hits give low values; 4.5% of 410,000 active; activity change, negative = inhibition, % at 57.5 µM; AID 1259415, 2018; in the data active means activity change below about -60%; inconclusive means no clear call, values can overlap the other calls; inactive means above about -39%
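Compounds were evaluated in HFFs infected with an HCMV luciferase reporter virus (MOI 1 PFU/cell). Luciferase in lysates collected 72 h post infection served as the replication measure.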
AmpC inh no detg – qHTS Inhibitors of AmpC Beta-Lactamase (assay without detergent) | 0.52% of 330,000 active | AmpC nitrocefin hydrolysis, absorbance 480 nm, 0.0001% Triton | Potency, µM (series often up to 57.1 µM), for inactives: top-dose activity change, negative = inhibition, actives largely listed as inhibitors;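 further: potency means the concentration at half of the fitted maximal effect; plate controls were no compound for no effect and no enzyme for full effect; nearly all actives have a fitted effect of over 20% in size; some results filed as inactive show a strong effect at the top dose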
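20 mM phosphate pH 7.0 + 0.01% (detergent screen) or 0.0001% Triton X-100; 5.3 nM AmpC reagent; cpd preinc 15 min RT; nitrocefin (800 uM stock) to start; A480 q20 s × 4 min; Activity was normalised to no-enzyme and no-compound control wells.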
Giardia FBPA inh – qHTS Assay for Inhibitors of Fructose-1,6-bisphosphate Aldolase from Giardia Lamblia. purified Giardia FBPA. Potency, µM (doses to about 59.6 µM), for inactives: top-dose activity, negative = inhibition, most hits filed as inhibitors. 0.71% of 290,000 active; further: potency means the concentration at half of the fitted maximal effect; nearly all actives have a fitted effect of over 55% in size
Target sequence (A8B2U2 whole entry, looked up): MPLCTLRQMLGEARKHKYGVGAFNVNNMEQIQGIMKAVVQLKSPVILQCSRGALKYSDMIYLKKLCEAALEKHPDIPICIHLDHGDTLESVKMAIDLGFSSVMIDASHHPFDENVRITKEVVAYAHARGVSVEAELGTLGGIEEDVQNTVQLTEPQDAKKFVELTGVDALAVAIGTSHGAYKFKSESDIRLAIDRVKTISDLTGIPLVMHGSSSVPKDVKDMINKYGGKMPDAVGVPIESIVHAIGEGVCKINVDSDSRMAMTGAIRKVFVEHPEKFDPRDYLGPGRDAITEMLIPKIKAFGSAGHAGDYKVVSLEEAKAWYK
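40 nM FBPA preincubated 10 min at RT with compound (up to 57.5 uM final), then substrate plus GAPDH/TPI/NAD/arsenate coupling and diaphorase/resazurin added. Fluorescence read after 20 min at RT, 525/598 nm.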
Sm TGR block – qHTS Assay for the Inhibitors of Schistosoma Mansoni Peroxiredoxins; Potency, µM (top dose mostly 114 µM), for the others: top-dose activity change, negative = inhibition, actives largely listed as inhibitors; AID 485364, 2010; Schistosoma mansoni thioredoxin glutathione reductase (TGR), Q962Y6; purified TGR, DTNB reduction, TNB absorbance 405 nm; 3% of 360,000 active; further: potency means the concentration at half of the fitted maximal effect; nearly all actives have a fitted effect of over 60% in size
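TGR 20 nM + NADPH 100 uM (dispensed conc.), cpd preinc 15 min RT; start with NADPH (500 uM addition) then DTNB (15 mM addition). Kinetic TNB absorbance, 405 nm filter. Four-parameter Hill fit across titration.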
HCV inhibitor – qHTS Assay for Inhibitors of Hepatitis C Virus (HCV). Huh7.5.1 HCVcc-Cre infection, luciferase reporter, 44 h. Potency, µM (highest dose often 41.8 µM), for the others: at the top dose activity change, negative = inhibition, most hits filed as inhibitors. 3.4% of 340,000 active. AID 651820, 2012; further: potency means the concentration at half of the fitted maximal effect
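Infectious HCV cell culture screen: compound-treated cells (1,000/well, pre-plated 4 h) are infected with HCVcc-Cre at roughly 0.5 moi and grown 44 h. Infection is quantified by luciferase signal after 15 min substrate incubation at room temperature.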
An asterisk follows results filed as active; ? = inconclusive; . = no result given; [ ] = another dose, or the depositor's remark. Unless noted, the call rests on the fitted dose curve; in most records, active means well fitted curve in the direction sought with a large enough effect; inconclusive means small, poorly fitted or top-dose-only effect, or another doubt; inactive means no such curve, though single readings can be large; an effect the other way counts as inactive or inconclusive. Unless noted, on the % scale 0 is the no-effect control and ±100 the full control effect.

SMILES | AmpC inh no detg | HCV inhibitor | Giardia FBPA inh | Sm TGR block | AmpC detergent | HCMV antiviral
O=S(=O)(c1cccs1)N1CN(CC2CCCO2)c2nc3ccccc3nc21 (configuration not stated) | -10.0% | -0.3% | 13.5% | 2.1% | -6.3% | 33.7
Cc1cc(C)c(OCC(=O)Nc2ccccc2N2CCCCC2)c(C)c1 | -21.8% | 0.7% | . | 5.8% | 2.0% | 3.4
O=C1CCC(C(=O)N2CCCC(Nc3ccc(F)cc3)C2)=NN1 (configuration not stated) | -12.0% | 9.9% | -1.5% | 2.4% | ? | 30.8
Cc1cccc2nc(CSc3nc4ccc([N+](=O)[O-])cc4[nH]3)c(Br)n12 | ? | ? | 1.6% | -20.7% | -8.2% | 20.9
COc1ccc(CCC(=O)Nc2cc(Cl)ccc2N2CCN(C)CC2)cc1 | 87.1%[activator] | ? | -1.4% | -2.1% | 0.3% | -3.4
COCCN(Cc1ccccc1)P(=O)(O)c1ccccc1OCC(=O)O | . | 4.8% | -1.2% | -9.0% | -4.5% | -19.0
CCc1noc(C)c1C(=O)Nc1ccc(F)c(F)c1F | -18.6% | 1.7% | . | 0.4% | -1.8% | -30.3
Cc1ccc(N2C(=O)NC(=O)/C(=C\c3ccc([N+](=O)[O-])o3)C2=O)cc1 | -28.5% | . | ? | 8.91µM* | 0.0% | .
CCOC(=O)C1(Cc2cccc(OC)c2)CCCN(Cc2ccc(NC(C)=O)cc2)C1 (configuration not stated) | 40.1% | -6.9% | 4.5% | 10.9% | 4.6% | -26.1
O=C(CCNC(=O)c1ccco1)Nc1ccccc1OC(F)F | -6.7% | -10.0% | 0.3% | 3.7% | ? | -30.5
Cc1ccc2cc(CN(CCN3CCOCC3)C(=O)NCc3ccccc3)c(=O)[nH]c2c1C | 24.2% | 14.8% | 1.6% | 0.0% | -15.8% | -21.0
CC(C)CN(CCNC(=O)CN1C(=O)COc2ccc(S(=O)(=O)N3CCC(C)CC3)cc21)CC(C)C | -4.1% | 8.2% | . | 25.6% | 2.7% | -13.4
COc1ccc(NC(C)=O)cc1S(=O)(=O)N(C)Cc1c(C)nn(-c2ccccc2)c1C | 0.6% | -22.1% | . | -13.0% | 0.6% | 49.7
O=C(C[n+]1ccccc1)N1CCCc2ccccc21 | -11.9% | 16.5% | 1.4% | -0.9% | 0.9% | -33.6
Cc1cccc(Cc2c(C)[nH]c(=O)c(C#N)c2C)c1 | -17.9% | -0.6% | 2.4% | 11.3% | -0.4% | -26.0
COc1ccc(NC(=S)NCCN2CCC(C)CC2)cc1 | -1.7%[2.29 µM] | 4.0% | -4.5% | -0.6% | 4.5% | ?
CCn1ccc(C(=O)Nc2ccccc2SC)n1 | 3.9% | -11.4% | 3.0% | 2.3% | -12.9% | 29.2
O=C(NC1CCCC1)c1cc(S(=O)(=O)N2CCOCC2)c(Cl)cc1Cl | 8.4% | -21.2% | 0.0% | 13.0% | -7.0% | -20.4
CCOc1ccccc1C1NC(=O)CCC1[N+](=O)[O-] (configuration not stated) | -10.4% | 18.4% | 6.2% | 1.1% | -9.0% | 61.8
CCN1CCN(c2cc(C)c3cc(NC(=S)NCCCN4CCc5ccccc5C4)ccc3n2)CC1 | 98.6%[activator] | 8.91µM* | -27.2% | ? | -1.4% | ?

Compounds from the list above that have an NH in an aromatic ring:
SMILES | AmpC inh no detg | HCV inhibitor | Giardia FBPA inh | Sm TGR block | AmpC detergent | HCMV antiviral
Cc1cccc2nc(CSc3nc4ccc([N+](=O)[O-])cc4[nH]3)c(Br)n12 | ? | ? | 1.6% | -20.7% | -8.2% | 20.9
Cc1ccc2cc(CN(CCN3CCOCC3)C(=O)NCc3ccccc3)c(=O)[nH]c2c1C | 24.2% | 14.8% | 1.6% | 0.0% | -15.8% | -21.0
Cc1cccc(Cc2c(C)[nH]c(=O)c(C#N)c2C)c1 | -17.9% | -0.6% | 2.4% | 11.3% | -0.4% | -26.0

Other compounds
SMILES | AmpC inh no detg | HCV inhibitor | Giardia FBPA inh | Sm TGR block | AmpC detergent | HCMV antiviral
CCOc1ccc(NC(=O)CN(C)C(=O)c2cc(-c3ccncc3)nc3ccccc23)cc1OCC | 86.5%[activator] | ? | . | 1.6% | ? | 12.5
COc1ccc(-c2cn3c(C)c(C(=O)N4CCN(c5ccccc5F)CC4)sc3n2)cc1 | 17.4% | ? | 10.1% | 0.5% | -6.3% | -60.4*
CCCNC(=O)c1ccc(N2CCC3(CC2)CC(c2ccccc2)=NO3)c(NC(=O)c2cccc(C)c2)c1 | -25.6% | -2.2% | -4.6% | 0.4% | 3.0% | -35.2
Cc1cc(C)cc(OCCSc2nc3ccc(NC(=O)COc4ccccc4)cc3s2)c1 | . | . | . | -1.0% | 0.4% | -8.5
CC(C)Cc1nnc(NC(=O)c2ccc([N+](=O)[O-])cc2)s1 | -10.0% | 9.8% | -0.6% | 21.3% | -2.4% | 26.7
COc1ccc2c(c1)c1c(c(=O)n(-c3ccccc3C)c(=O)n1CC(=O)N1CCCC1)n2C | . | . | . | -4.1% | -6.4% | -3.5
CC[C@@H](C)[C@@H](C(=O)Nc1ccc(C)cc1)N1Cc2ccccc2C1=O | . | . | . | 15.3% | -10.5% | 1.7
COc1ccc(-c2cc(C(F)(F)F)n3ncc(C(=O)N4CCCCC4c4cccnc4)c3n2)cc1 (configuration not stated) | -0.7% | ? | -2.4% | -2.7% | -7.6% | ?
Cc1ccc(S(=O)(=O)N2CCN(C(=O)COc3ccc(C)nc3[N+](=O)[O-])CC2)c(C)c1 | 68.1%[activator] | -2.3% | 0.7% | -8.6% | -23.1% | -25.4
Cc1c(C(=O)NN)[nH]c2ccc([N+](=O)[O-])cc12 | -50.7% | -10.0% | 6.7% | 1.9% | -0.9% | -27.1
COc1ccc(OC)c(S(=O)(=O)N2CCC(C(=O)NCc3ccccn3)CC2)c1 | 65.9%[activator] | 15.8% | -2.2% | 0.6% | -8.7% | 11.7
CN1CCN(c2nc3ccccn3c(=O)c2C=O)CC1 | -8.8% | -8.1% | ? | 0.0% | ? | .
CSc1nccc(Nc2ccccc2)c1C#N | -16.3% | -15.3% | 0.5% | -24.6% | ? | -9.6
CCOc1ccc(OCC)c(Nc2ccc3cc(S(=O)(=O)N4CCCC4)ccc3n2)c1 | . | . | . | 2.0% | -1.8% | -19.5
O=C(CC(c1ccc(F)cc1)c1ccco1)N1CCOCC1 (configuration not stated) | -3.0% | 16.4% | -2.8% | -11.6% | ? | -37.9
O=C(Nc1cccc(OCC(=O)N2CCOCC2)c1)c1cccc([N+](=O)[O-])c1 | -24.7% | 8.6% | -2.5% | . | -4.6% | 34.9
Cc1ccc(S(=O)(=O)N2[C@@H](c3ccc(Br)cc3)C(C(=O)O)=CC[C@H]2c2ccc(Cl)c(Cl)c2)cc1 | -26.5% | 16.2% | . | . | . | -2.7
CCCCCCCCCOC1OC(CO)C(O)C(O)C1NC(C)=O (configuration not stated) | 11.9% | -11.7% | -3.7% | -3.9% | 0.6% | ?
Cc1ccc(OC(=O)C23CC4CC(CC(C4)C2)C3)c(C)n1 | 14.9% | 3.3% | -16.2% | -7.3% | ? | -21.7
O=C(O)c1ccc2c(c1)OCCCO2 | -0.5% | 19.1% | 12.4% | 3.8% | 2.8% | -28.9

Remaining list, next part.
SMILES | AmpC inh no detg | HCV inhibitor | Giardia FBPA inh | Sm TGR block | AmpC detergent | HCMV antiviral
O=C(OC(C(=O)O)C(OC(=O)c1ccccc1)C(=O)NCc1ccccc1)c1ccccc1 (configuration not stated) | -19.1% | 6.7% | . | -13.5% | -8.7% | 60.4
CCC(NC(=O)NNC(=O)c1ccncc1)(C(F)(F)F)C(F)(F)F | -1.5% | 13.9% | -10.0% | 4.7% | 4.6% | 23.3
CCCc1cc(C(=O)NNC(=S)NC(C)c2ccccc2)cs1 (configuration not stated) | -29.3% | -23.8% | -0.4% | -11.9% | -1.0% | 16.2
COC(=O)c1c(C(=O)OC)c(-c2ccc(F)cc2)n2c1CS(=O)C2 (configuration not stated) | -12.3% | 11.5% | -0.9% | -2.0% | -0.4% | -31.0
CCc1nc2ccccc2n(CCOCCOCCn2c(=O)c(CC)nc3ccccc32)c1=O | 31.1% | -7.9% | 8.1% | -13.6% | -15.9% | 20.5
COc1ccc(-c2csc(NC(=O)CSc3ncn[nH]3)n2)cc1OC | -24.0% | -22.1% | -19.8% | 75.2%[activator] | 2.2% | -32.8
CCCNS(=O)(=O)c1ccc(CCC(=O)NCC2CCCO2)cc1 (configuration not stated) | -18.3% | 3.5% | 2.1% | -2.6% | 2.1% | -0.5
O=c1cc(CO)occ1OCc1ccccc1 | -2.3% | 20.4% | -0.2% | -7.2% | -0.9% | -9.9
CCOc1ccc(NC(=O)CN(C)C(=O)c2ccccc2SCc2c(C)noc2C)cc1OCC | 89.7%[activator] | -18.7% | . | 3.3% | ? | -29.1
COc1cc(C(=O)c2cocc2C(=O)c2ccc3c(c2)OCO3)cc(OC)c1OC | -1.7% | -32.8% | 3.4% | 2.6% | 5.9% | 6.8
COCCN1C=C(C(=O)OC)C(c2ccc(OC)c(OC)c2)C(C(=O)OC)=C1 | 45.2% | ? | -2.1% | 6.0% | -3.3% | 3.0
COc1ccc(NC(=O)c2ccc(OC)c(S(=O)(=O)N3CCCCC3C)c2)cn1 (configuration not stated) | 5.3% | ? | . | -4.5% | -13.6% | -5.7
Cc1nn(C(=O)c2ccccc2)c(C)c1S(=O)(=O)N1CCOCC1 | . | . | . | -27.9% | 1.0% | 11.1
O=C(O)CSc1nnc(COc2ccc(Br)cc2)n1-c1ccccc1 | -13.4% | 11.5% | 15.2% | -23.1% | ? | -6.5
Cc1c(C(=O)OCC2CCCCC2)[nH]c2c1C(=O)CC(c1ccc(F)cc1)C2 (configuration not stated) | . | . | . | -8.2% | 2.7% | -19.0
O=C(NCc1ccco1)C1CC(c2cccc([N+](=O)[O-])c2)=NO1 (configuration not stated) | -15.6% | 0.6% | 2.9% | ? | ? | 4.0
Cc1noc(C)c1-c1nnc(-c2ccc(C(F)(F)F)cc2)o1 | -7.2% | -2.0% | 2.2% | -1.5% | -11.3% | 63.3

Shown with values under each structure: two of the compounds above
Results follow in this order: AmpC inh no detg | HCV inhibitor | Giardia FBPA inh | Sm TGR block | AmpC detergent | HCMV antiviral
> CCCc1cc(C(=O)NNC(=S)NC(C)c2ccccc2)cs1 (configuration not stated)
  -29.3% | -23.8% | -0.4% | -11.9% | -1.0% | 16.2
> COC(=O)c1c(C(=O)OC)c(-c2ccc(F)cc2)n2c1CS(=O)C2 (configuration not stated)
  -12.3% | 11.5% | -0.9% | -2.0% | -0.4% | -31.0

An excerpt from above with just HCMV antiviral and AmpC inh no detg.
Molecule,HCMV antiviral,AmpC inh no detg
COc1cc(C(=O)c2cocc2C(=O)c2ccc3c(c2)OCO3)cc(OC)c1OC,6.8,-1.7%
COCCN1C=C(C(=O)OC)C(c2ccc(OC)c(OC)c2)C(C(=O)OC)=C1,3.0,45.2%
